High-throughput results (PubChem)
CHT inh – inhibitors of human choline transporter CHT | CHT-expressing cells, membrane potential dye, choline response; active compounds read low | B-score at 10 µM | 310,000 compounds, 0.86% hits;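 active = B-score over 3 SD under the library average, and starting fluorescence ratio not unusually high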;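 note: choline stimulus applied at its EC90 after an EC20 pre-addition; B-score computed on integrated fluorescence ratio after choline addition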
Target sequence (Q9GZV3 whole entry, looked up): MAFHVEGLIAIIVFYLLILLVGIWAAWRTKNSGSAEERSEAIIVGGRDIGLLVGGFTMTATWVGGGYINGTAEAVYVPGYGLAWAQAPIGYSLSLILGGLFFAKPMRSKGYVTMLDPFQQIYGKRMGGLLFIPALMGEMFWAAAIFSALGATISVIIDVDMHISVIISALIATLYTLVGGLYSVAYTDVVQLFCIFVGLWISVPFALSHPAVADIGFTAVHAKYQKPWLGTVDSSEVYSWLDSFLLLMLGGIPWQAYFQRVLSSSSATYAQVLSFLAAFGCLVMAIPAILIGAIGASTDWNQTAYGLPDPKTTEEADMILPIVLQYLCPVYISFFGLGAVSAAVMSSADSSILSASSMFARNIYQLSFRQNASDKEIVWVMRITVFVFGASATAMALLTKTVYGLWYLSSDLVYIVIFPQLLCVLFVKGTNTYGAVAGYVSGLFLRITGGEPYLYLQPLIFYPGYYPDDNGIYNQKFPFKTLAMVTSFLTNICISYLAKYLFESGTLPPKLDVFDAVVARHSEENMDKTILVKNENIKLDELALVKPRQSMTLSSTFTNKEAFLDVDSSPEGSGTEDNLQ
Kir21 inh – inhibitors of mouse Kir2.1 inward-rectifier potassium channel; B-score at 10 µM; HEK293-Kir2.1, FluxOR thallium flux fluorescence; active compounds read low; Inward rectifier potassium channel 2 (Mus musculus), P35561; 310,000 compounds, 0.85% hits; AID 1672, 2009;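 active = fluorescence ratio B-score at or below minus 3 SD of library scores, with starting-brightness B-score within 2 SD, cut at about -4.2 in these data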;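 note: channel flux triggered by added potassium and thallium sulfate stimulus; B-score of peak minus minimum fluorescence over baseline after thallium stimulus; more negative B-score means stronger Kir2.1 block with less thallium influx; some compounds called inactive have numbers as strong as hits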
Target sequence (P35561 whole entry, looked up): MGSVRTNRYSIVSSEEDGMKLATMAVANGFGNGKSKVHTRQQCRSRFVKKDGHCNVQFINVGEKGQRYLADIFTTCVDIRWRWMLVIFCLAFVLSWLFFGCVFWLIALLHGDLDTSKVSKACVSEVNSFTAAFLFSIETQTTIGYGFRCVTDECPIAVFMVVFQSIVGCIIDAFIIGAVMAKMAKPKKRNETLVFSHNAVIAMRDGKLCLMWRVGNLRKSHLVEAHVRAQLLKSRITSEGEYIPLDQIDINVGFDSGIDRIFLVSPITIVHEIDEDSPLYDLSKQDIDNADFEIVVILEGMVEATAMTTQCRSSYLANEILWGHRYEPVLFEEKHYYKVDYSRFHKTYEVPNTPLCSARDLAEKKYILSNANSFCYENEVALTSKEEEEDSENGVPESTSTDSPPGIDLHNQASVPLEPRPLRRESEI
* hit, by the source's call; i = inactive; / = not tested or not shown.

SMILES | CHT inh | Kir21 inh
Cc1c(Cl)cccc1NC(=O)Nc1ccc(C(N)=O)cc1 | i | 0.16
Cc1c(C(=O)N/N=C/c2ccc(-c3ccccc3[N+](=O)[O-])o2)sc(N)c1C#N | i | -2.93
O=C(CSc1nc2ccccc2c(=O)[nH]1)Nc1cccc([N+](=O)[O-])c1 | i | -0.04
COc1ccc(Cc2n[nH]c(=O)c3ccccc23)cc1OC | i | 1.5
CC(c1ccccc1)N1CNc2c(c(=O)n(C)c(=O)n2C)C1 (stereo unspecified) | i | 2.42
Cc1ccc(NC(=O)Cc2n[nH]c(=S)n2C)cc1 | i | 0.07
COCC1CCN(C(=O)C2CCC(=O)N(C3CCCCCC3)C2)CC1 (stereo unspecified) | i | -0.05
Cc1cccc(C=Nc2ccccc2C(N)=O)c1 | i | 1.25
CN(Cc1ccccc1)S(=O)(=O)c1ccc2[nH]c(=O)ccc2c1 | i | -1.5
CS(=O)(=O)N(CC(=O)N/N=C/c1cc2c(cc1Br)OCO2)c1ccccc1Br | i | 0.61
Cc1ccc(C(CNC(=O)Nc2ccccc2)N2CCN(C)CC2)cc1 (stereo unspecified) | i | -2.14
COc1nc(-c2ccncc2)nc2ccccc12 | i | 0
CN1CCN(C(=O)c2cn(-c3ccccc3)nc2-c2cccnc2)CC1 | i | 0.13
O=C(O)CCC(=O)Nc1ccc(OCC(=O)O)cc1 | i | 0.15
Cc1ccnc(SCCn2c(N3CCC(C)CC3)nc3c2c(=O)n(C)c(=O)n3C)n1 | i | -0.73
COc1cc(C(=O)O)ccc1OCC(=O)N1CCOCC1 | i | -0.21
COc1ccc(OC)c(NC(=O)Cc2csc(NC(=O)Nc3ccccc3OC)n2)c1 | i | 1.39
CCOc1ccccc1OCC(=O)NNC(=O)Cn1cnc2c1c(=O)n(C)c(=O)n2C | i | 0.67
CC(=O)N1CCCN(Cc2nc(C3(c4ccc(C)cc4)CCCC3)no2)CC1 | i | 1.55
CCCCCNC(=O)c1c[nH]c2ccc(S(=O)(=O)N3CCC4(CC3)OCCO4)cc2c1=O | i | 1.3
COc1ccc(NC(C)=O)cc1C#N | i | 0.81
O=C(Nc1ccnn1C1CCN(Cc2cccnc2)CC1)c1ccccc1Cl | i | -1.96
CC(C)c1onc(C(=O)N2CCN(C(c3ccccc3)c3ccccc3)CC2)c1[N+](=O)[O-] | i | 1.13
CCOC(=O)C1CCCN1C(=O)c1ccc(OC)c(Br)c1 (stereo unspecified) | i | 0.91
O=C(Nc1cccc(-c2nc3ccccc3s2)c1)c1cccs1 | i | 1.04
CSCC(=O)NC1CCCN(C2Cc3ccccc3C2)C1 (stereo unspecified) | i | 1.59
CCN1C(=O)/C(=C\c2nc3ccccc3c(=O)n2-c2ccccc2)c2ccccc21 | i | -0.51
COc1ccc(C(=O)C2CCCN(C(=O)Cn3nc(C)cc3C)C2)cc1F (stereo unspecified) | i | -0.46
C=CCNC(=O)c1ccc(-c2nc(-c3ccc(Cl)cc3Cl)cs2)cc1 | i | 0.03
COc1ccc(NS(=O)(=O)c2cccc(NC(=O)c3cnccn3)c2)cc1Br | i | -0.74
Brc1cccc(C2CC(c3ccccc3)n3nnnc3N2)c1 (stereo unspecified) | i | -0.5
O=c1[nH]c2ccccc2nc1-c1ccccc1 | i | 1.14
CCOC(=O)C1(Cc2ccccc2C(F)(F)F)CCN(C(C)COC)CC1 (stereo unspecified) | i | -2.74
CN(Cc1ccccc1)C(=O)COc1cc(Cl)ccc1Cl | i | 0.04
CCC(C)[C@H](NC(=O)C1CC(=O)N(c2ccc3c(c2)OCO3)C1)C(=O)NC1CCCCC1 (stereo partly specified) | i | -0.85
CC(=O)N1CCCc2cc(S(=O)(=O)N3CCCC(C(=O)NCc4ccccc4Cl)C3)ccc21 (stereo unspecified) | i | -0.14
CC(C)C(=O)Nc1cccc(NC(=O)c2ccc([N+](=O)[O-])cc2Cl)c1 | i | 0.41
O=C(COc1ccc(Br)cc1Br)NC(=S)Nc1cccc(CO)c1 | i | 0.03
CC(C)[C@H]1CN=C2N(C[C@H](C)NC(=O)CCC3CCCCC3)[C@H](Cc3ccc(O)cc3)CN21 | i | 1.42
O=C(CCS(=O)(=O)c1cccc2nonc12)NCc1ccc(Cl)cc1 | i | 1.04

The last 3 compounds of the section above lead into the next:
SMILES | CHT inh | Kir21 inh
O=C(COc1ccc(Br)cc1Br)NC(=S)Nc1cccc(CO)c1 | i | 0.03
CC(C)[C@H]1CN=C2N(C[C@H](C)NC(=O)CCC3CCCCC3)[C@H](Cc3ccc(O)cc3)CN21 | i | 1.42
O=C(CCS(=O)(=O)c1cccc2nonc12)NCc1ccc(Cl)cc1 | i | 1.04
C=CCN(CC=C)S(=O)(=O)c1ccc2nc(NC(=O)C(C)C)sc2c1 | -7.28* | /
O=S(=O)(c1ccc(OCC(O)CN2CCC(Cc3ccccc3)CC2)cc1)N1CCOCC1 (stereo unspecified) | i | 0.5
CCC(Sc1nc2cc(OC)c(OC)cc2c(=O)n1CCc1ccc(S(N)(=O)=O)cc1)C(=O)NCCOC (stereo unspecified) | i | 1.71
CCOc1cc(CNc2ccc3c(c2)CCC3)ccc1O | i | -0.02
CC(C)(C)NC(=O)COc1ccccc1C#N | i | -1.63
CCCCCCSc1ccc([C@@H]2[C@H]3C(=O)N(C)C(=O)[C@H]3[C@]3(C(=O)OC)CCCCN23)cc1 | i | 1.91
O=C(O)CCC(=O)Nc1sc2c(c1C(=O)NC1CCCC1)CCCC2 | i | 1.17
COc1ccc(/C=C/c2nc3ccccc3n2Cc2ccc(OC)c(OC)c2)cc1 | i | -2.19
N#Cc1cnc2c(-c3ccccc3)c(-c3ccccc3)nn2c1N | i | 1.07
Cn1c(=O)c2c(SCC(=O)N3CCN(c4ccccc4)CC3)nc(C3CC3)nc2n(C)c1=O | i | /
CCCN1CCN(C(=O)CCn2c(=O)c3cccn3c3cccnc32)CC1 | i | 1.37
COc1ccccc1N1CCN(S(=O)(=O)c2ccc(Cl)cc2)CC1 | i | 0.59
c1ccc(CNC2=NCCC2)nc1 | i | 1.83
Cc1cc(C)cc(OC(C)C(=O)Nc2ccc(S(=O)(=O)Nc3cc(C)nc(C)n3)cc2)c1 (stereo unspecified) | -6.04* | -0.85
CC1CCN(CC(O)COCCOc2ccc(Br)cc2)CC1 (stereo unspecified) | i | -0.46
O=C(Nc1ccc2c(c1)OCO2)N1CCCc2ccccc21 | i | 0.47
COCCOC(=O)c1c(NC(=O)CSc2cccc[n+]2[O-])sc(C(N)=O)c1C | i | 1.56
Cc1ccccc1C(=O)c1cccn1CC(=O)NCc1cccc(Cl)c1 | i | 0.1
O=C(Oc1coc(CSc2nnc(NC(=O)c3cccs3)s2)cc1=O)c1ccccc1 | i | -0.45
COc1ccc(S(=O)(=O)N2CCN3CCCC3C2)cc1 (stereo unspecified) | i | -0.86

Among those listed so far, these contain a COOH group:
SMILES | CHT inh | Kir21 inh
O=C(O)CCC(=O)Nc1ccc(OCC(=O)O)cc1 | i | 0.15
COc1cc(C(=O)O)ccc1OCC(=O)N1CCOCC1 | i | -0.21
O=C(O)CCC(=O)Nc1sc2c(c1C(=O)NC1CCCC1)CCCC2 | i | 1.17

The list goes on.
SMILES | CHT inh | Kir21 inh
CCCCN(C(=O)c1cccc(S(=O)(=O)N2CCN(C)CC2)c1)c1c(N)n(CCC)c(=O)[nH]c1=O | i | -0.51
Cc1ccc(O)c(O)c1 | i | -0.22
COc1cccc(/C=N/Nc2ncc(C(F)(F)F)cc2Cl)c1O | i | -0.17
CCN(CC)S(=O)(=O)c1ccc(C(=O)Nc2cc(C)on2)cc1 | i | 1.11
COc1cccc(N=Nc2ccc3cccnc3c2O)c1 | i | 0
Cn1cccc1Cc1nnc(SCC(=O)Nc2cccc(F)c2)n1CCc1ccccc1 | i | -1.23
CSCCC(=O)N(C)CC1CCCN(CCc2cccc(C(F)(F)F)c2)C1 (stereo unspecified) | i | -0.74
O=C(NNC(=S)NCc1ccccc1)c1ccc(OC(F)F)cc1 | i | -0.19
O=C(Nc1cccc(C(=O)O)c1)/C(=C\c1ccc2c(c1)OCO2)NC(=O)c1ccccc1 | i | -1.64
COC(=O)c1ccc(C2NC(=O)CCC2[N+](=O)[O-])cc1 (stereo unspecified) | i | 1.25
Cn1nnnc1SCC(=O)NC(C)(C)C | i | 0.26
CC(C)(C)C1=CC(O)(c2ccccc2)C=C(C(C)(C)C)C1=O | i | -1.76
COCCN1CC(O)=C(c2nc3ccccc3c(=O)[nH]2)C1=N | i | 2.35
COCCN1C(=O)c2oc3ccccc3c(=O)c2C1c1cccc(O)c1 (stereo unspecified) | i | 1.01
CCCCN1C(Nc2ccccc2)=NC[C@@H]1CC(C)C | i | /
CCc1ccc(NC(=O)CS(=O)CC(=O)Nc2ccc(F)cc2F)cc1 (stereo unspecified) | i | -0.81
Clc1cccc(Cl)c1Cn1cnc2c(NCc3ccco3)ncnc21 | i | -0.19
CN(CC(=O)NCc1ccc(F)cc1)Cc1ccc(Br)cc1 | i | -2.14
COc1ccc(CNC(=O)C/C(C)=N/NC(=O)COc2cccc(C)c2)cc1 | i | 0.19
O=C(CCc1nnc(Cc2ccc3c(c2)OCO3)o1)NCc1nc2ccccc2s1 | / | 0.32
O=C(NNC(=O)c1cccnc1)Nc1ccccc1 | i | 0.59
O=C(CSc1ncnc2c1sc1ccccc12)Nc1ccc(Br)cc1 | i | -0.25
Cc1ccc(Nc2nc(CSc3nnc(-c4ccc(F)cc4)n3C)cs2)cc1 | -5.96* | -3.49
O=C(CCCc1ccccc1)NCc1ccc(F)cc1 | i | 0.19
Cc1c(C(=O)Nc2cccc(Cl)c2)oc2ccc(S(=O)(=O)N3CCC4(CC3)OCCO4)cc12 | i | -1.05
C=CCSc1nnc2c(n1)OC(C)=Nc1ccc(Br)cc1-2 | i | 0.47
C=CCOc1ccc(-c2n[nH]c(=S)o2)cc1 | i | 1.15
CC(=O)NC1C(OCc2cccc(Br)c2)OC(COC(C)=O)C(OC(C)=O)C1OC(C)=O (stereo unspecified) | i | -0.65
COCCCNC(=O)C1CC(=O)N(CCc2ccc(OC)c(OC)c2)C1 (stereo unspecified) | i | -0.84
O=C(Nc1ccc(S(=O)(=O)NCc2cccnc2)cc1)c1ccco1 | i | -0.45
O=C(CSc1nnc(CNC(=O)c2ccccc2F)o1)NC1CCCC1 | i | 0.76
C=CCn1c(O)c(N=NC(=O)CNC(=O)c2cccs2)c2ccccc21 | i | 0.94
Cc1nn(C)cc1CN(C)S(=O)(=O)c1cccc([N+](=O)[O-])c1 | i | -0.14
CC1(C)CC(=O)c2cc(OCC(=O)N3CCN(c4ccccc4F)CC3)ccc2O1 | i | -0.22
Nc1cccc(C(=O)Nc2cccc3ncccc23)c1 | i | 0.14
Cc1cccc(NC(=O)CSc2nnc(CN3CCOCC3)n2C)c1C | i | -1.16
FC(F)(F)c1cccc(CNC2CCN(Cc3ccccc3)CC2)c1 | i | -2.82
CCOC(=O)N1CCC(NC(=O)Cc2cn(C)c3ccccc23)CC1 | i | -0.09
CCCNC(=O)CCn1c(-c2ccc(C)cc2)cc(C(=O)OCC)c1C | i | 0.03
CC12CCC(=O)C=C1CCC1C2C(O)CC2(C)C1CCC2(O)C(=O)CO (stereo unspecified) | i | 1.52
CCOc1cccc(C(=O)Nc2ccccc2C(=O)N2CCOCC2)c1 | i | -2.06
CC(C)c1onc(C(=O)NC(C)c2ccccc2)c1[N+](=O)[O-] (stereo unspecified) | i | -0.65
CCOC(=O)Cc1[nH]nc2c1C(C1C=CCCC1)C(C#N)=C(N)O2 (stereo unspecified) | i | -1.5
CCOC(=O)c1ccc(N2C(=O)c3n[nH]c(-c4ccco4)c3C2c2ccc([N+](=O)[O-])cc2)cc1 (stereo unspecified) | i | -0.01
CCOC(=O)c1c(C)oc2cc(Br)c(OCC(N)=O)cc12 | i | -1.39
COc1ccc([C@H]2[C@H](C(=O)C(C)(C)C)N3N=Cc4ccccc4C3[C@]23N=C(c2ccccc2)OC3=O)cc1OC (stereo partly specified) | i | /
O=C(NC1(C(F)(F)F)NC(=O)N(Cc2cccnc2)C1=O)c1cccs1 (stereo unspecified) | i | 0.73
COc1ccc(S(=O)(=O)N2CCN(C3CCCC(C)C3)CC2)cc1 (stereo unspecified) | i | 0.82
CCOC(=O)c1sc(N)c(C(=O)OCC)c1COC(=O)C1CC(=O)N(Cc2ccco2)C1 (stereo unspecified) | i | -1.14
CCc1cc(=O)oc2c(C)c(OCC(=O)NCc3ccccn3)ccc12 | i | 0.08
Cc1ccc(NC(=O)Cn2nc(C)c3ccccc3c2=O)c(C)c1 | i | -0.02
COc1cc(/C=N/NC(=O)c2nonc2C)ccc1O | i | 0.85
O=C(Nc1ccccc1NC(=O)c1ccccc1Cl)c1ccccc1Cl | i | 0.71
COc1ccc(-c2cn3cccnc3n2)cc1NC(=O)C(C)C | i | -0.01
Cc1ccc(Cl)c(NC(=O)COC(=O)C2CCC2)c1Cl | i | -0.05
CCCCN(CCCNC(=O)CN1C(=O)COc2ccccc21)c1ccccc1 | i | -0.47
O=C1CCC([N+](=O)[O-])C(c2cc3c(cc2Cl)OCO3)N1 (stereo unspecified) | i | -0.93
